Source: PubChem BioAssay
NOD1 NF-kB reporter: inhibition of NOD1-driven NF-kB reporter – cell-based, luminescence, uHTS, primary screen (AID 1578); NOD1-driven NF-kB luciferase reporter cells, luminescence; higher % means a stronger effect; inhibition, % at 4 µM, or EC50 in µM where a hit was titrated; 290,000 tested, 1% active; in the data active means inhibition mostly above about 36%, no sharp cut-off; inactive means mostly below about 34%;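 further: HEK-293T reporter cells stimulated with the NOD1 agonist gamma-tri-DAP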
CSM14.1 death rescue: rescue of cells from ER stress-induced death, primary screen, 384-well, CSM14.1, thapsigargin, ATP luminescence (AID 1222) | CSM14.1 thapsigargin-induced death rescue, ATP luminescence; higher % means a stronger effect | 190,000 tested, under 10 active | cellular ATP content (survival), % at 20 µM; hits with a dose series show EC50 in µM;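 active means EC50 below 50 µM in the dose-response confirmation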;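 further: death triggered by thapsigargin at about 15 µM added after 2 h compound pretreatment; cell ATP read after overnight thapsigargin exposure of roughly 18 to 22 hours; normalized against plate controls of thapsigargin alone and 5% DMSO vehicle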
KOR beta-arrestin-1: KOR agonists, beta-arrestin recruitment, primary screen, cell-based, luminescence, uHTS (AID 1777); KOR beta-arrestin recruitment, luminescence; higher % means a stronger effect; one-dose activation, % at 10 µM; EC50 in µM for titrated hits; 280,000 tested, 0.02% active; in the data active means activation above about 50%, passing the limit was not always enough; further: a part of the inactive calls stands beside numbers as strong as those of hits
NTR1 agonist: NTR1-driven beta-arrestin-GFP spot formation – imaging, U2OS cells, high content, primary screen (AID 493036); 330,000 tested, 0.17% active; activation, % at 20 µM; agonist mode; P30989;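 active means activation at or above 40% of the spot to cytoplasm intensity ratio, with at least 20 cells analyzed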;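 further: 0% = DMSO without peptide and 100% = 100 nM NTR1 peptide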
Target sequence (P30989 whole entry, looked up): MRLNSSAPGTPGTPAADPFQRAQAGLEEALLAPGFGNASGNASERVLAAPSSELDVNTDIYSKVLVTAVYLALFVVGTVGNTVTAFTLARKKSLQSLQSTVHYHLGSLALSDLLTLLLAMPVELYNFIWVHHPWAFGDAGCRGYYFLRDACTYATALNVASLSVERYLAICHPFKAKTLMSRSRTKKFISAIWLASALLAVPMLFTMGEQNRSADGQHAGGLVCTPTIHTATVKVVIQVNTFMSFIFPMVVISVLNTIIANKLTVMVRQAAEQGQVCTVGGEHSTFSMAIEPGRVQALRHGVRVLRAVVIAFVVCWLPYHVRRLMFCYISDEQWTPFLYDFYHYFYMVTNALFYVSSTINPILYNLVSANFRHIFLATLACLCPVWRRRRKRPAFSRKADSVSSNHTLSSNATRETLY
GPR55 activation: GPR55 agonists via beta-arrestin recruitment, primary screen, imaging, U2OS cells, beta-arrestin-GFP redistribution (AID 1961) | U2OS GPR55 beta-arrestin-GFP redistribution imaging; higher % means a stronger effect | activation, % at 10 µM; hits with a dose series show EC50 in µM | 290,000 tested, 0.048% active;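 active means activation above 40% with more than 50 cells counted in the well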;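 further: U2OS osteosarcoma cells stably expressing GPR55 and beta-arrestin-GFP; plate controls were DMSO negative control for no effect and LPI positive control for full effect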
KOR beta-arrestin-2: KOR antagonists, beta-arrestin recruitment, cell-based, luminescence, uHTS (AID 1778); KOR beta-arrestin recruitment, luminescence, antagonist mode; higher % means a stronger effect; one-dose inhibition, % at 10 µM; IC50 in µM for titrated hits; 290,000 tested, 0.091% active; further: strong numbers were not always called active
TNAP activation fold: stimulation of alkaline phosphatase TNAP activity – biochemical, luminescent, no phosphate acceptor, uHTS, primary screen (AID 1001); one-dose activation fold at 20 µM; EC50 in µM for titrated hits; purified TNAP, luminescent activation assay, no phosphate acceptor; higher activation fold means a stronger effect; 200,000 tested, 0.03% active; in the data active means activation fold from about 3, or a potency from the dose series; inactive means the rest, 99 in 100 with activation fold below about 1.6; further: many of its hits are not listed in these tables
HEK293 NOD2/NF-kB: NOD2 signaling inhibitors, cell-based, luminescence, uHTS, HEK293 (AID 1566). HEK293 NOD2/NF-kB luciferase reporter, luminescence; higher % means a stronger effect. 290,000 tested, 0.63% active. inhibition, % at 4 µM, or EC50 in µM where a hit was titrated; further: many of its hits are not listed in these tables
Yfh1-off respiration: enhancers of respiration in Yfh1-depleted yeast, dose response, Friedreich's ataxia, plus single-dose screen (AID 1465). S. cerevisiae Yfh1-off respiration, WST-1 reduction, 72 h; higher fold induction means a stronger effect. fold induction at 50 µM, or EC50 in µM where a hit was titrated. 220,000 tested, 0.074% active;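 active means fold induction of absorbance versus untreated yeast above a set limit, then at least 30% activation at any dose in follow-up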;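 further: activators that raise dye reduction in frataxin-depleted yeast; strong numbers were not always called active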
NTR1 agonist cell count 20 µM: also measured in NTR1 agonist; calls as there; cell count; measured here: cell count, cytotoxicity flag
The depositor's hits bear a star; i = inactive; · = no result given; [ ] = another dose, or the depositor's remark. Unless noted, no stated cut-off is given here; in the data, active means inhibition above about 50%; inactive means the rest.

1	CCC(=O)c1ccc(N2CCN(C(=O)c3ccccc3)CC2)c(F)c1
2	Cn1ncc2c(NNC(=O)c3ccc(Cl)cc3Cl)ncnc21
3	N#Cc1c(N)nc2c(c1-c1ccc(F)cc1)CCC2
4	COCCOC(=O)c1[nH]c2c(c1C)C(=O)CC(c1ccco1)C2 (stereo not drawn)
5	CC(=O)c1cc(NC(=O)c2ccc(C)cc2)c(=O)oc1/C=C/N(C)C
6	Cc1ccc(CN2CCCC(C(=O)N3CCCC3)C2)cc1 (stereo not drawn)
7	COc1ccc2[nH]c(=O)c(CN(C(C)=O)c3cccc(C)c3)cc2c1
8	Cn1c2c(c(=O)n(C)c1=O)C(c1ccc(O)cc1)Nc1ccccc1O2 (stereo not drawn)

Screen / compound no.	1	2	3	4	5	6	7	8
NTR1 agonist	0.6	4.3	2.3	2.8	-0.6	-0.7	-0.3	0.7
NOD1 NF-kB reporter	-31%	-12%	-6%	-14%	-16%	-1%	-11%	-1%
TNAP activation fold	1	2.4	·	1.1	0.8	·	1.1	1.2
KOR beta-arrestin-1	·	-4.9%	3.0%	-0.7%	-4.1%	-2.3%	0.6%	-10%
GPR55 activation	-0.1%	-0.6%	-0.1%	0.8%	-0.1%	0.0%	0.3%	-0.1%
KOR beta-arrestin-2	11%[20 µM]	21%	-2%	-120%	-19%	-10%	-9%	1%
HEK293 NOD2/NF-kB	-12%	3%	-5%	-21%	16%	-15%	15%	3%
Yfh1-off respiration	i	i	i	i	i	·	i	·
NTR1 agonist cell count 20 µM	73	64	64	62	58	71	75	42
CSM14.1 death rescue	5.8%	-2.1%	·	-1.2%	-1.6%	·	-2.2%	0.9%

9	Cc1cc(C)c(OCC(=O)NCC2CCCO2)c(C)c1 (stereo not drawn)
10	COc1cc(C2c3cc4c(cc3C(OC3OC5COC(c6cccs6)OC5C(O)C3O)C3COC(=O)C23)OCO4)cc(OC)c1O (stereo not drawn)
11	CC(C)OC(=O)c1ccc(NC(=O)Cn2c(-c3nonc3N)nc3ccccc32)cc1
12	CC1CCN(c2ccc(-c3ccc(NC(=O)C(F)(F)F)cc3)nn2)CC1
13	CCN1CCN(C(=O)c2ccc(CN(c3ccccc3)S(=O)(=O)c3ccccc3)cc2)CC1
14	Cc1ccc(SC(=O)COc2ccc(C)c(C)c2)cc1
15	CCNc1nc(SC(C)C(=O)OC)nc(N2CCOCC2)n1 (stereo not drawn)
16	COc1ccc(/C=C2/C(=O)N(c3cccc(F)c3)N=C2C)c(OC)c1

Screen / compound no.	9	10	11	12	13	14	15	16
NTR1 agonist	0.3	2.2	5.2	0.3	-2.2	-0.9	-0.4	1.4
NOD1 NF-kB reporter	-19%	-7%	-36%	-52%	19%	1%	6%	18%
TNAP activation fold	1	·	1.1	·	1.1	1.1	1.1	·
KOR beta-arrestin-1	-5.3%	-1.9%	·	-1.0%	-2.6%	2.9%	0.6%	5.7%
GPR55 activation	-0.3%	-0.2%	-0.2%	-0.1%	-0.4%	0.3%	0.4%	0.6%
KOR beta-arrestin-2	-2%	-18%	·	-17%	25%	0%	47%	-19%[20 µM]
HEK293 NOD2/NF-kB	1%	-193%	-1%	-111%	10%	12%	-19%	9%
Yfh1-off respiration	i	i	i	·	i	i	i	·
NTR1 agonist cell count 20 µM	40	64	51	61	54	43	82	67
CSM14.1 death rescue	-1.5%	·	-3.5%	·	17%	-1.6%	0.2%	·

17	CC(=O)Nc1ccc(C2=NN(c3ccccc3)C(c3ccccc3)C2)cc1 (stereo not drawn)
18	COc1cccc(OCCNC(=O)Nc2cc(F)c(F)cc2Cl)c1
19	Cc1ccc(C(=O)CSc2nnc(COc3cccc4cccnc34)o2)cc1
20	CC1CC(C)(C)NC(=S)N1CCC(=O)N1CCN(c2ccccc2)CC1 (stereo not drawn)
21	CCOC(=O)c1c(S(=O)(=O)Nc2ccc(C)cn2)c(C)n(C)c1C
22	O=C(NCCCl)c1ccc(OCc2ccccc2)cc1Cl
23	Oc1ccc(/C=N\Nc2cc(N3CCOCC3)nc(N3CCOCC3)n2)c(O)c1
24	Nc1nc(N)c(N=O)c(OCC2CCCCC2)n1

Screen / compound no.	17	18	19	20	21	22	23	24
NTR1 agonist	10	-1.0	1.6	-0.7	0.0	-0.2	5.4	-0.4
NOD1 NF-kB reporter	-8%	-31%	-28%	13%	5%	-23%	0%	13%
TNAP activation fold	·	1	1.1	1	·	1.1	1.1	·
KOR beta-arrestin-1	-0.7%	-0.8%	-5.4%	-3.8%	1.7%	-3.5%	0.2%	-2.7%
GPR55 activation	-0.1%	0.8%	-0.3%	-0.5%	0.3%	0.4%	0.2%	-0.1%
KOR beta-arrestin-2	15%	-13%	-35%	-8%	1%	6%	32%	2%[20 µM]
HEK293 NOD2/NF-kB	-31%	15%	10%	17%	7%	-26%	9%	-29%
Yfh1-off respiration	·	i	i	i	·	i	i	·
NTR1 agonist cell count 20 µM	67	62	53	63	71	63	59	65
CSM14.1 death rescue	·	-1.3%	-2.1%	-1.1%	·	·	-0.7%	·

25	COc1ccc(C)cc1NC(=O)c1nnn(Cc2cccc(C(F)(F)F)c2)c1N
26	O=C1[C@@H]2Cc3c([nH]c4ccccc34)C(c3ccccc3)N2C(=O)CN1C1CC1 (stereo partly drawn)
27	O=C(O)CSC1c2ccccc2C(=O)N1c1ccccc1 (stereo not drawn)
28	COc1ccc(Nc2nnc(-c3ccc(N4CCOCC4)c([N+](=O)[O-])c3)c3ccccc23)cc1
29	CCOC(=O)c1ccc(NC(=O)NCc2ccccc2)cc1
30	O=C1NC(=O)C2(COC3(CCCC3)OC2)S1
31	COc1ccc(Cn2nnnc2C(c2cccs2)N2CCSCC2)cc1 (stereo not drawn)
32	COc1nc(C#N)nc(N(C)C)n1

Screen / compound no.	25	26	27	28	29	30	31	32
NTR1 agonist	1.7	-0.3	-0.9	·	0.5	2.4	1.8	-0.5
NOD1 NF-kB reporter	-29%	-7%	-27%	30%	-44%	-14%	15%	-6%
TNAP activation fold	1.1	·	1.1	1	1.1	1.1	1.1	1.1
KOR beta-arrestin-1	-3.8%	7.5%	-2.9%	-0.4%	2.2%	-2.5%	-1.2%	0.7%
GPR55 activation	0.2%	-0.1%	1.3%	0.1%	0.8%	0.6%	-0.2%	-0.1%
KOR beta-arrestin-2	2%	29%	11%	6%	2%[20 µM]	-3%	7%	-11%
HEK293 NOD2/NF-kB	-54%	-36%	9%	11%	-4%	8%	-2%	-8%
Yfh1-off respiration	i	·	i	i	i	i	i	i
NTR1 agonist cell count 20 µM	72	85	103	·	71	84	47	89
CSM14.1 death rescue	0.5%	·	-2.5%	0.8%	0.7%	-0.2%	0.2%	-1.0%

Sorted by molar mass (descending): six of the compounds above
25	COc1ccc(C)cc1NC(=O)c1nnn(Cc2cccc(C(F)(F)F)c2)c1N
31	COc1ccc(Cn2nnnc2C(c2cccs2)N2CCSCC2)cc1 (stereo not drawn)
27	O=C(O)CSC1c2ccccc2C(=O)N1c1ccccc1 (stereo not drawn)
29	CCOC(=O)c1ccc(NC(=O)NCc2ccccc2)cc1
24	Nc1nc(N)c(N=O)c(OCC2CCCCC2)n1
30	O=C1NC(=O)C2(COC3(CCCC3)OC2)S1

Screen / compound no.	25	31	27	29	24	30
NTR1 agonist	1.7	1.8	-0.9	0.5	-0.4	2.4
NOD1 NF-kB reporter	-29%	15%	-27%	-44%	13%	-14%
TNAP activation fold	1.1	1.1	1.1	1.1	·	1.1
KOR beta-arrestin-1	-3.8%	-1.2%	-2.9%	2.2%	-2.7%	-2.5%
GPR55 activation	0.2%	-0.2%	1.3%	0.8%	-0.1%	0.6%
KOR beta-arrestin-2	2%	7%	11%	2%[20 µM]	2%[20 µM]	-3%
HEK293 NOD2/NF-kB	-54%	-2%	9%	-4%	-29%	8%
Yfh1-off respiration	i	i	i	i	·	i
NTR1 agonist cell count 20 µM	72	47	103	71	65	84
CSM14.1 death rescue	0.5%	0.2%	-2.5%	0.7%	·	-0.2%

Continuation.
33	CCOC(=S)SCC(=O)Nc1nccs1
34	O=C(C1CC1)N1N=C(c2ccc(F)cc2)CC1(O)C(F)(F)F (stereo not drawn)
35	Cn1cc(C(=O)c2ccc(Cl)cc2Cl)cc1C=O
36	O=C(NCCc1ccccc1)C1CCN(C(=O)c2ccc(F)cc2)CC1
37	C[C@H](NC(=O)c1ccco1)C(=O)Nc1ccc(S(=O)(=O)N2CCCC2)cc1
38	CCOC(=O)[C@@H]1[C@H]2COc3ccccc3[C@H]2N2C(=O)N(c3ccc(Cl)cc3)C(=O)[C@]12C
39	Cc1ccc(S(=O)(=O)NNC(=S)Nc2cccc(F)c2)cc1
40	C[C@@H](C(=O)NCCc1ccccc1)N1C(=O)N2CCc3c([nH]c4ccccc34)[C@@]2(C)C1=O

Screen / compound no.	33	34	35	36	37	38	39	40
NTR1 agonist	-0.4	-0.1	-1.1	-0.2	-0.9	-0.5	0.7	2.0
NOD1 NF-kB reporter	6%	-18%	-24%	-21%	-5%	-12%	-2%	·
TNAP activation fold	1.1	·	1.1	·	1.2	·	·	·
KOR beta-arrestin-1	-0.3%	-1.1%	-4.0%	4.1%	-5.2%	2.1%	1.0%	-6.7%
GPR55 activation	-0.1%	-0.2%	0.3%	0.3%	-0.1%	0.0%	-0.3%	-0.1%
KOR beta-arrestin-2	20%[20 µM]	27%[20 µM]	15%[20 µM]	-18%	-8%	-20%[20 µM]	12%	-11%[20 µM]
HEK293 NOD2/NF-kB	6%	5%	-4%	10%	8%	-2%	12%	·
Yfh1-off respiration	i	·	i	·	i	·	i	·
NTR1 agonist cell count 20 µM	48	47	56	67	68	92	39	79
CSM14.1 death rescue	-2.1%	·	0.4%	·	-0.6%	·	·	·

41	Cn1c(/C=C/c2ccccc2)nc2ccccc21
42	CCOC(=O)c1cnn(Cc2cccc(Cl)c2)c1C
43	COc1ccccc1NC(=O)c1ccc(NC(=O)C2COc3ccccc3O2)cc1 (stereo not drawn)
44	Cn1cc(Br)c(C(=O)NC2C3CC4CC(C3)CC2C4)n1 (stereo not drawn)

Screen / compound no.	41	42	43	44
NTR1 agonist	1.1	-0.3	1.2	6.5
NOD1 NF-kB reporter	49%*	·	12%	-25%
TNAP activation fold	1.1	2.1	·	1.1
KOR beta-arrestin-1	-2.6%	6.2%	-0.8%	-8.0%
GPR55 activation	0.3%	0.6%	-0.1%	0.2%
KOR beta-arrestin-2	-29%	-38%	-54%	16%
HEK293 NOD2/NF-kB	-51%	·	21%	10%
Yfh1-off respiration	i	i	·	i
NTR1 agonist cell count 20 µM	38	47	52	105
CSM14.1 death rescue	-5.0%	-0.9%	·	1.5%

This is a subset; the hit share may differ from the screen's.
